# NadD block: inhibitors of S. aureus NadD, primary screen, biochemical, colorimetric, uHTS | purified NadD enzyme, colorimetric absorbance read-out | inhibition, % at 20 µM | 360,000 tested, 0.78% active | AID 602399, 2012; in the data active means inhibition above about 26%; further: some compounds past the cut are filed as inactive
# LMPTP block: LMPTP phosphatase inhibitors, primary screen, biochemical, fluorescence intensity, uHTS. recombinant LMPTP-A, OMFP fluorogenic substrate. inhibition, % at 20 µM. 360,000 tested, 0.22% active. AID 651560, 2012;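 active means compounds that cut the enzyme signal by at least half of the control window in the single-dose screen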;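 further: plate controls were DMSO wells with enzyme plus substrate for no effect and substrate without enzyme for full effect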
# Target sequence (P24666 whole entry, looked up): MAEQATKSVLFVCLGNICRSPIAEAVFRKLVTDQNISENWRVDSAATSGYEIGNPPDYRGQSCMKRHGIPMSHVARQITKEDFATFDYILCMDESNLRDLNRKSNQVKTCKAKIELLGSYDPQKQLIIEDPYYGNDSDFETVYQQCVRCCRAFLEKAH
#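 Assay system: LMPTP-A enzyme. Input: 0.625 nM LMPTP-A final. Probe or stimulus: 400 µM OMFP. Compound dosing: single 20 µM dose. Schedule: 50 min dark incubation at room temperature. Detection: fluorescence intensity of OMFP turnover product. Read-out: percent inhibition versus substrate-only and uninhibited controls. Benchmarks: no-enzyme low control, uninhibited high control.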
# Scp-1 inhibitor: Scp-1 phosphatase inhibitors, primary screen, biochemical, colorimetric, uHTS; Recombinant Scp1, phosphopeptide, malachite green phosphate absorbance; inhibition, % at 20 µM; AID 493091, 2011; 340,000 tested, 0.88% active; Carboxy-terminal domain RNA polymerase II polypeptide A small phosphatase 1 (Homo …;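 active means inhibition above about 50% at 20 µM, limit read from the data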;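 further: plate controls were DMSO wells with enzyme for no effect and wells lacking enzyme for full effect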
#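 Material – SCP-1 phosphatase catalytic domain, residues 76-261 · Buffer or medium – Acidic Tris acetate buffer with magnesium and detergent · Also added – Phospho 17-mer peptide substrate · Compound – single 20 µM dose, 1% DMSO · Times – 45 min room-temperature reaction, 5 min colour, 30 min stabiliser · Technique – Phosphate-binding colour reagent, absorbance read at 630 nm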
# CendR NRP1 mod: modulators of CendR peptide binding to NRP-1, primary screen, biochemical, fluorescence polarization, uHTS; Neuropilin-1 (Homo sapiens), O14786; 360,000 tested, 0.85% active; inhibition, % at 25 µM; FAM-RPARPAR peptide binding to NRP-1;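 active means inhibition or corrected inhibition above about 18%, plus a signal ratio from 0.5 to 1.5, limit read from the data, passing the limit was not always enough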; further: strong numbers were not always called active
# Target sequence (O14786 whole entry, looked up): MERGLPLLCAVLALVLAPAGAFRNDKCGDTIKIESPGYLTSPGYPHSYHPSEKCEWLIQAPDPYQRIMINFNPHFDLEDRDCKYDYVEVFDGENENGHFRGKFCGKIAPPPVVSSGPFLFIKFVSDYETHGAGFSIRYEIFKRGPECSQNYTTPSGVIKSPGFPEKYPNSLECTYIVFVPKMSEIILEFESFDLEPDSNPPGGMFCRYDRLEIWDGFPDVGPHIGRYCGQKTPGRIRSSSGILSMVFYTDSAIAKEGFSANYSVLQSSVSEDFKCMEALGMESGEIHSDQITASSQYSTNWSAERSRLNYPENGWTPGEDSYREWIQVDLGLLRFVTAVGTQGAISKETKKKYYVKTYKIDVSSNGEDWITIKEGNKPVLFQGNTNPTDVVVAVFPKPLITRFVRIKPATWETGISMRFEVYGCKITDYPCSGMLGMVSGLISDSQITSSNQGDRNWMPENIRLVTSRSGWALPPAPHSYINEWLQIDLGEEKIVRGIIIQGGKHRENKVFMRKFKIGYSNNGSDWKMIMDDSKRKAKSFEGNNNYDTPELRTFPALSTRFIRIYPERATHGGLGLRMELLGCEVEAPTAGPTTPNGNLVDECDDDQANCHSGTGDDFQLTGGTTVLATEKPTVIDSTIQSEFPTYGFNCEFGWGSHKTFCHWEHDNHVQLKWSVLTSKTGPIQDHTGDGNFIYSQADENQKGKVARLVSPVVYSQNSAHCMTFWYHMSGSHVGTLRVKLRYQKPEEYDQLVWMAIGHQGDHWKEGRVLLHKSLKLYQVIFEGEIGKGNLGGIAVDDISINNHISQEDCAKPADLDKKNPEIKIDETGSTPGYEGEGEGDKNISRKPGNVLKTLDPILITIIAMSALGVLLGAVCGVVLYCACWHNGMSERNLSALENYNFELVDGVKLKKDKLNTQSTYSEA
# STEP inh: STEP phosphatase inhibitors, primary screen, biochemical, fluorescence intensity, uHTS; Tyrosine-protein phosphatase non-receptor type 5 (Homo sapiens), P54829; recombinant STEP, OMFP fluorogenic substrate; inhibition, % at 20 µM; 360,000 tested, 0.25% active;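 active means inhibition at 20 µM, scaled per plate between control wells, above about 37%, limit read from the data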;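 further: 0% = DMSO with enzyme and substrate and 100% = substrate only without enzyme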
#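 Measure: Control-normalized % inhibition with plate pattern correction | Test system: STEP phosphatase, cell-free reaction | Medium: pH 6.0 Bis-Tris with DTT and Tween 20 | Technique: Fluorescence, 480/540 nm | Times: Reaction 20 min, ambient temperature | Doses: Single compound dose of 20 µM, 1% DMSO final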
# SUMO1-SIM PPI: modulators of SUMO1 protein-protein interactions, primary screen, biochemical, uHTS. 360,000 tested, 0.33% active. SUMO1 binding to a labelled peptide, TR-FRET, 1 h. Small ubiquitin-related modifier 1 (Homo sapiens), P63165. inhibition, % at 20 µM; in the data active means inhibition above about 37%
# SKN-1 inh: suppressors of acrylamide-induced Pgst-4::GFP reporter in worms, primary screen, SKN-1 inhibitor project, whole organism, uHTS, GFP/RFP fluorescence ratio, strain VP596; inhibition, % at 21.8 µM; 360,000 tested, 0.49% active; C. elegans VP596 Pgst-4::GFP/RFP ratio, 24 h;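 active means interference check ratio from 0.5 to 1.5 plus GFP to RFP signal ratio inhibition reaching or exceeding a fixed threshold, cut at about 30% in these data, passing the limit was not always enough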; further: some compounds called inactive have numbers as strong as hits
# Neddylation inh: inhibitors of cullin neddylation, primary screen, biochemical, TR-FRET, uHTS, NAE and Ubc12; NEDD8-conjugating enzyme Ubc12 (Homo sapiens) + NEDD8-activating enzyme E1 regulatory …; calls only at 25 µM; 360,000 tested, 0.58% active; AID 651699, 2012; in the data active means inhibition above about 36%
# DNMT1 block: human DNMT1 methyltransferase inhibitors, primary screen, biochemical, molecular beacon, fluorescence, HinP1I cleavage, uHTS; 360,000 tested, 0.83% active; inhibition (reported as % activation of signal), % at 10 µM; AID 588458, 2011; DNA (cytosine-5)-methyltransferase 1 (Homo sapiens), P26358; in the data active means inhibition above about 50%
# TbMetRS inhib: T. brucei MetRS inhibitors, primary screen, biochemical, luminescence; methionyl-tRNA synthetase (Trypanosoma brucei brucei); purified T. brucei MetRS, ATP depletion, Kinase-Glo luminescence; inhibition, % at 11.9 µM; 360,000 tested, 0.4% active;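 active means inhibition above a per-plate cutoff of the control wells' mean inhibition plus 3 SD, cut at about 5.5% in these data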;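 further: 0% = DMSO wells median and 100% = median of wells with control inhibitor compound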
#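 Dosing: 11.9 µM single point; system: parasite MetRS enzyme; technique: luminescence of leftover ATP; times: 15 min enzyme-compound preincubation, 2 h reaction, 10 min detection, 25 °C; replicates: each compound tested once; read-out basis: percent inhibition relative to median high and low control wells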
# * marks the source's active call; other numbers are inactive results; i = inactive; / = no result given; + = active, no number. No enrichment for hits; overall some 4.6% were active at least once.
Structure	SKN-1 inh	CendR NRP1 mod	Neddylation inh	NadD block	LMPTP block	TbMetRS inhib	STEP inh	DNMT1 block	Scp-1 inhibitor	SUMO1-SIM PPI
CCC(C)(NC(=O)c1cccc(N2C(=O)CSC2c2ccccc2)c1)C(=O)Nc1ccccc1C (centres undefined)	-9	1	i	-6	0.2	-0.2	0	-3	-1	2
CC(Oc1ccc(Br)cc1)C(=O)O/N=C(\N)c1ccncc1 (centres undefined)	54*	10	i	-3	1.3	0.5	2	1	-5	1
COc1cc(C(=O)NCc2cccs2)ccc1OCc1c(C)noc1C	20	14	i	-4	-1.5	-0.1	4	2	-3	5
Cc1ccc(-c2n[nH]c(=O)c3ccccc23)cc1S(=O)(=O)N(C)CCO	-19	-2	i	-3	-3.4	1.1	-2	1	-7	2
CCOc1cc(/C=N/NC(=O)Cn2nc([N+](=O)[O-])cc2C)ccc1OCc1ccc(F)cc1	-4	-6	i	-1	2.2	-0.8	3	22	-6	-3
CC(=O)c1cccc(OCC(=O)N(Cc2ccco2)c2c(N)n(Cc3ccccc3)c(=O)[nH]c2=O)c1	-3	-6	i	1	-0.5	0.1	1	3	-8	8
COC(=O)c1cc(C(=O)N2CCN(c3cccc(Cl)c3)CC2)cc([N+](=O)[O-])c1	12	3	i	2	1.7	-0.2	1	1	-2	-26
COC(=O)Cc1[nH]c(=S)[nH]c1C(=O)OC	3	4	i	-3	-0.2	-0.3	0	2	1	-4
CC(=O)/C(C[N+]1(C)CCCCC1)=N\O	-2	4	i	15	-0.7	-0.9	-2	-2	105*	6
N#C/C(=C/c1ccc(Br)s1)C(=O)NCCc1c[nH]c2ccccc12	-3	-2	i	-8	3.7	-0.3	-2	-9	-10	-14
O=C(Nc1ccccc1)N(C1=NCCCCS1)c1ccccc1	1	6	i	-3	0.4	0.9	-5	0	-10	-2
CN(C(=O)c1cccc(NC(=O)Cc2cccc([N+](=O)[O-])c2)c1)C1CCC1	15	11	i	-2	-0.6	0.0	0	-2	-2	-14
COCCN1Cc2cccc(C(=O)Nc3c(C)cc(C)cc3C)c2C1=O	-10	6	i	2	-1.3	-1.7	-4	-3	-6	-3
COc1ccc(NC(=O)c2ccc3c(=O)n(-c4ccc(OC)cc4OC)c(=S)[nH]c3c2)cc1	5	-11	i	10	0.7	-0.9	-2	-2	-11	12
C=CCN1C=C2C(=O)C(C)(OC(=O)C3CCCC3)C(=O)C=C2C=C1c1ccsc1 (centres undefined)	9	-2	i	10	5.9	0.0	-2	-10	2	-22
Nc1nnc(SCC(=O)OCC(=O)Nc2ccccc2)s1	5	-6	i	9	0.1	0.0	-4	-2	-5	2
O=C(COC(=O)/C=C/c1ccc(OC(F)F)cc1)Nc1ccc(N2CCOCC2)cc1	-4	-12	i	-1	0.6	0.0	2	-1	-10	2
COc1ccc2sc(C)nc2c1NC(C)=O	16	-1	i	3	0.6	-0.5	-2	1	2	1
Cn1ccsc1=NC(=O)c1cc(S(=O)(=O)N2CCOCC2)ccc1F	6	16	i	-1	-2.1	-0.5	0	3	-8	5
Fc1cccc(F)c1-n1c(CN2CCCCC2)csc1=S	3	3	i	0	-0.4	-0.8	-2	3	2	-1
CCN1CCCC1CNC(=O)C(=O)NC(C)c1ccccc1 (centres undefined)	4	-1	i	-5	-1.5	-0.6	0	-8	-10	-2
C=C[C@H]1[C@H](O[C@@H]2O[C@H](CO)[C@@H](O)[C@H](O)[C@H]2O)OC=C2C(=O)OCC[C@]21O	13	-2	i	-1	-1.2	0.2	0	2	-8	4
CCOC(=O)c1ccc(NC(=S)NCCc2ccccc2F)cc1	8	-10	i	-11	1.0	-0.6	1	3	-13	-1
NC(=O)c1ccc2c(=O)c(O)c(-c3cc(Cl)c(N)c(Cl)c3)[nH]c2c1	-6	-8	/	7	27	-0.1	2	6	-2	4
O=C(c1cn(-c2ccccc2)nc1-c1ccccc1)N1CCOCC1	-17	6	i	-7	-1.3	-1.1	4	-3	-11	3
Cc1noc(C)c1S(=O)(=O)N1CCCC(C(=O)NCCC2=CCCCC2)C1 (centres undefined)	6	-2	i	5	0.1	-0.4	-4	1	-3	3
O=C(C1CC(=O)N(c2ccc(Br)cc2)C1)N1CCCC1 (centres undefined)	8	10	i	2	-2.2	-0.2	0	-1	-5	1
Cc1ccc(CCC(=O)Nc2ccc([N+](=O)[O-])cc2)o1	-2	-1	i	-3	-2.5	-1.4	0	1	0	-18
CC1CCc2c(C(=O)NCc3ccco3)csc2C1 (centres undefined)	-8	-22	i	-5	-1.6	0.1	-1	0	-4	-2
C[C@H](CO)NC(=O)[C@@H]1C[C@H]1[C@@H](NP(=O)(c1ccccc1)c1ccccc1)c1ccccc1	18	13	i	2	0.1	0.2	-2	-2	-3	-1
CC(C)OCCCNC(=O)c1ccc(CN2CCc3ccccc3C2)cc1	-6	12	i	-3	-0.9	-0.1	-2	-16	-5	5
CCNC(=O)N(CC)C[C@H]1N[C@@](C)(C(=O)OC)[C@H]2C(=O)N(C)C(=O)[C@@H]12	-8	1	i	-1	-0.2	0.5	4	1	-8	-2
O=C(COC(=O)CCC1CCCC1)Nc1ccccc1OC(F)F	-4	13	i	-4	-1.7	-0.8	-1	2	-1	3
CN(C)S(=O)(=O)c1ccc2c(c1)C(CC(=O)O)NC2=O (centres undefined)	-2	-1	i	-5	-1.1	-0.2	1	4	-4	-4
NC(=O)c1ccc(N2CCN(c3ncc(C(F)(F)F)cc3Cl)CC2)cc1	6	3	i	4	-1.1	1.2	2	7	-16	4
COc1ccc(-c2nnc(Sc3nc4ccccc4o3)c3ccccc23)cc1	5	3	i	4	1.1	-0.1	-2	8	-8	-8
Cc1cc(C)cc(-n2c(SCC(=O)NCc3ccco3)nc3ccccc3c2=O)c1	5	-10	i	-3	1.0	-0.5	0	3	4	3
Cc1ccc(C(O)c2ncc(-c3cccc(C(F)(F)F)c3)[nH]2)cc1F (centres undefined)	-9	10	i	-2	-0.5	-0.3	-2	-3	/	2
O=[N+]([O-])c1cc(S(=O)(=O)N2CCOCC2)ccc1N1CCCC1	12	4	i	3	0.2	0.4	0	-1	-6	-10
COc1ccccc1NC(=O)c1cc(S(=O)(=O)NC2CCCC2)ccc1F	-17	3	i	-12	-0.5	-0.4	-3	-2	28	9

# Three of the entries above in order of their number in LMPTP block, rising.
molecule,LMPTP block
O=C(C1CC(=O)N(c2ccc(Br)cc2)C1)N1CCCC1 (centres undefined),-2.2
CC1CCc2c(C(=O)NCc3ccco3)csc2C1 (centres undefined),-1.6
CN(C)S(=O)(=O)c1ccc2c(c1)C(CC(=O)O)NC2=O (centres undefined),-1.1

# Later entries
Structure	SKN-1 inh	CendR NRP1 mod	Neddylation inh	NadD block	LMPTP block	TbMetRS inhib	STEP inh	DNMT1 block	Scp-1 inhibitor	SUMO1-SIM PPI
COCCCN1C(=O)C(CC(=O)NCCCCc2ccccc2)CC(C(=O)N2CCOCC2)=C1C (centres undefined)	-6	1	i	2	-2.5	-0.2	-3	1	/	2
CCN1CCN(c2nnc(-c3ccc(C)cc3)c3ccccc23)CC1	16	-5	i	-7	-0.7	-0.9	4	4	-7	-1
O=c1cc(CCl)[nH]c2nc3ccccc3n12	-1	-10	+	0	0.6	0.0	-3	2	-7	0
O=c1/c(=C/c2cccc3ccccc23)sc2ncnn12	-21	-7	i	0	-1.2	-1.3	-2	3	-5	-6
Fc1ccc(CSc2ncnc3ccccc23)cc1	62*	4	i	-2	0.0	-0.6	-2	1	1	-1
CC(C)CN1CCN(Cc2cn(C)c3ccccc23)CC1CCO (centres undefined)	0	1	i	0	0.0	0.3	0	-1	-10	-1
Cc1ccc(C)c(Oc2ncnc(N)c2[N+](=O)[O-])c1	10	1	i	1	-0.3	-1.0	2	0	-4	-19
CCC(CC)c1nnc(NC(=O)c2cccc(S(=O)(=O)N3CCc4ccccc43)c2)s1	14	22	i	9	3.2	0.9	3	-15	-8	7
CC(C)COC(=O)n1c(=O)oc2ccc(S(=O)(=O)N3CCCCC3)cc21	-19	-46	i	-3	-0.2	-0.1	0	2	-9	-2
COc1ccc(Cn2c(=O)c3[nH]cnc3n(-c3ccccc3C)c2=O)cc1	-7	13	i	-5	-0.1	-0.6	-1	1	-10	-13
Cc1ccc(/C=C2/C(=N)N3N=C(CC(=O)N4CCCC4)SC3=NC2=O)o1	-1	-9	i	-3	1.1	-0.2	0	2	-5	-14
CN(C(=O)C(Cl)Cl)c1ccc(OC(=O)c2ccco2)cc1	1	-1	i	-1	0.9	-0.5	0	7	-4	4
CC(NC(=O)Cn1ccsc1=N)C12CC3CC(CC(C3)C1)C2 (centres undefined)	5	-8	i	-5	-0.8	-1.5	0	1	-9	-3
O=C(C(=O)N1CCN(c2ccc(F)cc2)CC1)c1c[nH]c2ccccc12	-5	0	i	-6	0.1	-0.2	0	-5	-1	0
O=C(c1cccs1)N(Cc1nc2sc3c(c2c(=O)[nH]1)CCCC3)C1CCCC1	16	5	i	4	2.3	-0.3	-8	-3	-2	-4
CN(C)C(CNC(=O)c1ccc(S(=O)(=O)Nc2ccccc2)cc1)c1ccco1 (centres undefined)	8	12	i	-2	0.5	-0.5	-1	-4	-1	1
CCCCc1cc(=O)oc2cc(OCC(=O)N3CCOCC3)ccc12	-3	4	i	2	-1.0	-1.1	-1	0	-3	-13
COc1ccccc1NS(=O)(=O)c1ccc(C(=O)NCc2ccncc2)cc1	1	12	i	2	-1.2	-0.1	2	3	-9	-1
CCN1C(=O)/C(=C/c2nc3ccccc3c(=O)n2-c2ccccc2)c2ccccc21	5	11	i	0	3.7	-0.6	3	-1	0	-19

# Assay outcomes: PubChem, several laboratories
